ABCB1 inh: inhibitors of human ABCB1 transporter, ABCG2 counter-screen. P08183. CCRF-Adr cells, JC-1 efflux, flow cytometry. inhibition, % at 6.6 µM. 190,000 tested, 0.067% active; in the data active = inhibition above about 40%;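 note: 0% = vehicle and 100% = reference inhibitor; higher value means more JC-1 retained so stronger ABCB1 efflux block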
ABCG2 inh: blocks JC-1 efflux by human ABCG2 transporter. Q9UNQ0. IgMXP3 cells, flow cytometry. inhibition, % at 6.6 µM. 190,000 tested, 0.1% active;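 active = inhibition above 80%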;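 note: 0% = DMSO and 100% = nicardipine control wells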
Target sequence (Q9UNQ0 whole entry, looked up): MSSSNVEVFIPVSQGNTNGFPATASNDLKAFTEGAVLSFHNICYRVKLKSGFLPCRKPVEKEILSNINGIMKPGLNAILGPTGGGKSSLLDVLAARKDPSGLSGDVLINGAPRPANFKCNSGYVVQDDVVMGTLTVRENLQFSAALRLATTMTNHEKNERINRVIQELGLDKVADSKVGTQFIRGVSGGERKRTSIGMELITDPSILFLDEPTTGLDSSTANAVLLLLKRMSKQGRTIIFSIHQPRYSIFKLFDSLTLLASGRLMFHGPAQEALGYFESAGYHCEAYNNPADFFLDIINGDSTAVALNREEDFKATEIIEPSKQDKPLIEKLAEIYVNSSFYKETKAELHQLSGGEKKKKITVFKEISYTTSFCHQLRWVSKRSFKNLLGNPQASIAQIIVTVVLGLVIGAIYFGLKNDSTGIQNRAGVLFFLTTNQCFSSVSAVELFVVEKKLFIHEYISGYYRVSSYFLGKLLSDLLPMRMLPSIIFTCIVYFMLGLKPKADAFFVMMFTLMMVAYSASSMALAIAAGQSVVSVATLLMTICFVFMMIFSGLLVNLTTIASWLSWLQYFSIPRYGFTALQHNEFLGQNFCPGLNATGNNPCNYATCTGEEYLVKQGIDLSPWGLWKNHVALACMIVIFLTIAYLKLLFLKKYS
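Test system: ABCG2 IgMXP3 and barcoded ABCB1 CCRF-Adr cell mix; Schedule: cells with compound and JC-1, 10 min at 25 °C, rotating, no wash; Technique: flow cytometry of retained JC-1 fluorescence; Measure: % inhibition of efflux relative to nicardipine and DMSO; Controls: nicardipine high and DMSO low controls.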
RGS4-Gao reg: modulates binding of RGS4 to human Galphao. P09471. Multiplexed bead flow cytometry; actives lie on both sides. binding response (% of control), % at 10 µM. 220,000 tested, 0.33% active. AID 1415; in the data active = binding response below about 49% or above about 150%; inactive = in between;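 note: fluorescent Galphao activated with aluminum fluoride binding bead-coupled RGS4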
RGS7-Gao: human RGS7-Galphao interaction regulation; Multiplexed bead flow cytometry, RGS7-Galphao binding; actives lie on both sides; P09471; 220,000 tested, 0.35% active; AID 1439; binding response (% of control), % at 10 µM; in the data active = binding response below about 49% or above about 150%; inconclusive = no clear call, values can overlap the other calls; inactive = in between;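 note: fluorescent Galphao held in activated GDP-AlF4 state binding bead-coupled RGS7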
RGS8-Gao reg: regulators of human RGS8-Galphao interaction; 220,000 tested, 0.34% active; multiplexed bead flow cytometry, RGS8-Galphao binding; actives lie on both sides; response (percent of control binding), % at 10 µM; in the data active = response below about 60% or above about 140%; inactive = in between;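 note: Galphao activated as the GDP aluminium fluoride complex binding bead-coupled RGS8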
GSH fluor: compound fluoresces at 488/530 nm on GSH beads; fluorescence (KMESF) at 10 µM; GSH beads flow cytometry, compound fluorescence 488/530 nm; hits give high values; 190,000 tested, 0.25% active; AID 1776; in the data active = fluorescence above about 89;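 note: glutathione beads carrying GST-tagged Bcl family fusion proteins plus one bare bead set; values are compound well signal with DMSO vehicle wells as background; inactives centre near 16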
Avidin bead fluor: compound fluoresces at 488/530 nm on avidin beads; compound fluorescence 488/530 nm, flow cytometry; hits give high values; fluorescence (KMESF) at 10 µM; 220,000 tested, 0.38% active; in the data active = fluorescence above about 47; note: inactives centre near 10
Mcl1-Bid inh: Mcl-1/Bid interaction inhibition. 220,000 tested, 0.97% active. TR-FRET Mcl-1/Bid-Dy647 peptide binding, 1536-well. AID 1021. inhibition, % at 21.7 µM;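 active = compounds that cut the binding signal by more than half at the single screening dose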;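 note: His-tagged Mcl-1 with europium anti-His antibody binding Bid BH3 peptide; 0% = Mcl-1 plus peptide wells and 100% = peptide-only wells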
Target sequence (Q07820 whole entry, looked up): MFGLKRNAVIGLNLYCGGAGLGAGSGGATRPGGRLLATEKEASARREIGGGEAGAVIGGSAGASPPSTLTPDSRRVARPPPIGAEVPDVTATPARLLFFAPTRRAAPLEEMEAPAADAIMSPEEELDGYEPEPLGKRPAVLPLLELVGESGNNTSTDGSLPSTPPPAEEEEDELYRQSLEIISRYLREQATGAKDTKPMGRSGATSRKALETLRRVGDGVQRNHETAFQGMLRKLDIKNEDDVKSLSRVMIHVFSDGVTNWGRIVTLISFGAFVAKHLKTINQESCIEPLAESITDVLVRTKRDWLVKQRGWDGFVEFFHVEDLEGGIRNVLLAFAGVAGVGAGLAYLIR
Bim-Mcl-1: human Bim-Mcl-1 interaction inhibition. Q07820. Bead-based flow cytometry, Bim peptide-Mcl-1 binding. inhibition, % at 10 µM. 190,000 tested, 0.1% active. AID 1009; in the data active = inhibition above about 40%;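 note: 0% = no compound tracer wells and 100% = peptide blocker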
Pf gamet viab: inhibitors of late stage P. falciparum gametocyte viability; P. falciparum stage V gametocytes, ATP luminescence, 24 h; inhibition, % at 10.9 µM; 150,000 tested, 0.065% active;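 active = inhibition above the mean plus 3 SD of compounds within the control limits, set per campaign, cut at about 38% in these data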;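 note: 0% = DMSO wells and 100% = medium only without gametocytes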
Mcl1-Noxa inh: Mcl-1/Noxa interaction inhibition | Q07820 | TR-FRET Mcl-1/Noxa peptide binding, 2 h | inhibition, % at 21.7 µM | 220,000 tested, 1.5% active | AID 1022;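 active = compounds that cut the protein-peptide binding signal by more than 50% relative to plate controls in a single-dose test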;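 note: His-tagged Mcl-1 with rhodamine Noxa BH3 peptide and terbium anti-His antibody; 0% = Mcl-1 plus Noxa peptide wells and 100% = peptide-only wells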
Numbers without * were called inactive; u = inconclusive; x = not tested or not shown. This is a random part of the collection, and some 3.3% of all compounds hit somewhere here.

SMILES	ABCB1 inh	ABCG2 inh	RGS4-Gao reg	RGS7-Gao	RGS8-Gao reg	GSH fluor	Avidin bead fluor	Mcl1-Bid inh	Bim-Mcl-1	Pf gamet viab	Mcl1-Noxa inh
O=C(N/N=C/c1ccc(OC(F)F)cc1OC(F)F)c1cccc(S(=O)(=O)N2CCOCC2)c1	1.2	12	101	u	102	15	10	-26	0	17	5
CCN(CC)CCNC(=O)C(=O)NCC1OCCN1S(=O)(=O)c1ccc([N+](=O)[O-])cc1 (stereo not given)	3.8	11	100	99	96	17	4	2	-2	2	-8
CC1(C)C2CC=C(/C=N/NC(=S)NCCc3ccccc3)C1C2 (stereo not given)	-0.6	5	102	105	102	9	10	-15	1	2	23
COc1cccc(-n2c(C)nnc2SCC(=O)Nc2ccccc2N2CCOCC2)c1	1.1	1	100	93	100	5	13	-44	4	-12	-2
O=C(O)c1ccc(CNC(=O)c2ccccc2NC(=O)c2cccc([N+](=O)[O-])c2)cc1	0.3	7	97	102	97	11	17	-25	0	x	14
O=C(O)Cc1ccc(Oc2ncc(C(F)(F)F)cc2Cl)cc1	-0.1	0	98	99	98	13	10	-5	0	-21	9
CC(C)(C)NC(=O)Cn1c(=O)c(=O)n(Cc2ccccc2)c2ccc(Cl)cc21	1.0	0	97	97	99	10	13	-1	-2	x	8
Cc1nc(N2CCOCC2)nc2c1CCCC2	0.2	1	109	110	99	14	26	-31	1	9	3
Cc1onc(-c2c(Cl)cccc2Cl)c1C(=O)Nc1ccc2c(c1)OCO2	1.4	2	91	89	96	8	10	15	1	-17	-5
Cc1nc(-c2cccc(Br)c2)ccc1C(=O)O	0.9	10	100	u	100	13	12	-48	-1	-30	6
COc1ccc(NC(=O)Nc2ccc(OCC(=O)N3CCOCC3)cc2)cc1OC	0.0	0	109	107	106	5	7	-50	2	x	-2
CC1(C)CC(=O)C2=C(C1)N=c1s/c(=C/c3ccc(F)c(F)c3)c(=O)n1C2c1ccc(F)cc1 (stereo not given)	0.9	1	103	98	91	35	0	-10	-5	3	10
CS(=O)(=O)Nc1ccc(C(=O)NC2CCCCC2)cc1	0.5	2	99	99	97	15	10	-1	-1	-10	15
COC(=O)/C(=C/c1cccnc1)NC(=O)c1ccccc1	1.1	3	107	110	110	11	8	10	0	2	9
Cc1ccccc1NC(=O)Cc1nnc(SCC(=O)Nc2ccccc2)n1C	0.5	10	95	99	94	10	10	-15	0	13	4
Cc1nc(-c2ccc(C(=O)Nc3ccccc3F)cc2)cs1	0.1	4	91	96	98	13	9	-25	1	7	8
CC(=O)c1c(C)n(C)c2ccc(OC(=O)c3ccco3)cc12	-0.3	0	95	97	97	37	8	-10	1	x	21
CCOC(=O)c1nn(-c2cccc(Cl)c2)c2nc(Nc3ccccc3)cc(=O)n12	-0.2	-1	98	100	101	11	3	-26	-2	-18	0
Cc1ccc2nc(/C(C#N)=N/O)[nH]c2c1	0.3	3	99	100	101	31	12	-26	0	2	-3
Cc1ccc(-n2ncc3c(=O)[nH]cnc32)c(C)c1	1.2	8	95	103	95	12	23	-13	-11	13	-3
O=C(OCc1cccnc1)C1=Cc2ccccc2OC1	-0.2	1	92	96	95	14	8	-6	0	10	17
CCCCc1nc2ccc(S(=O)(=O)O)cc2[nH]1	x	x	103	u	102	x	6	20	x	11	24
CCN(CC)S(=O)(=O)c1ccc(Br)c(OC)c1	-0.2	0	103	102	105	25	7	-13	1	4	1
C/C(=N\NS(=O)(=O)c1ccc([N+](=O)[O-])cc1)c1ccc(NC(=O)c2ccco2)cc1	-0.4	0	103	100	106	7	27	-21	1	x	-15
CC1CCCN(CCCOc2ccccc2-c2ccccc2)C1 (stereo not given)	2.6	1	105	99	103	22	5	16	-4	4	14

Next section
SMILES	ABCB1 inh	ABCG2 inh	RGS4-Gao reg	RGS7-Gao	RGS8-Gao reg	GSH fluor	Avidin bead fluor	Mcl1-Bid inh	Bim-Mcl-1	Pf gamet viab	Mcl1-Noxa inh
CCOc1ccc(C(=O)Nn2cnnc2)cc1OCC	x	x	96	u	97	x	6	-33	x	3	2
COc1ccccc1-n1c(SCC(=O)Nc2ccccc2C)nc(O)cc1=O	0.0	0	102	99	102	24	13	-28	-1	x	-6
CC(C)C(c1nnnn1C1CCCC1)N1CCCCC1 (stereo not given)	-1.6	17	97	98	94	34	8	-5	5	x	14
COC(=O)C/C=C/[C@@H](C)[C@@H](/C=N/OC[C@H]1O[C@H](c2ccccc2)C=C[C@@H]1Oc1ccc(OC)cc1)OC	3.2	14	98	99	97	15	8	-6	-3	x	-1
COc1cc(C(=O)N2CCC(O)(c3ccccc3)CC2)cc(OC)c1OC	0.5	2	x	x	x	13	x	14	-2	x	17
Cc1cnc(NC(=O)C2CCCO2)s1 (stereo not given)	0.6	3	108	108	106	46	7	7	-1	x	-4
CCn1c(SCC(=O)Nc2ccccc2C)nc2nc3c(cc2c1=O)COC(C)(C)C3	x	x	96	u	94	x	7	-6	x	28	-5
Cc1c(Br)cc(C(=O)N2CCCCCC2)c(C)c1C	0.2	3	x	x	x	40	x	-12	-2	x	0
O=C1O/C(=C/C(=O)N2CCOCC2)c2ccccc21	-0.1	0	106	104	103	27	7	-1	-1	x	0
O=C(Cn1nnc(-c2ccccc2)n1)NNC(=O)c1ccco1	0.3	0	101	102	105	26	13	-29	0	2	-8
CC(C)(O)C#Cc1ccccc1C(=O)NC(CC(N)=O)C(=O)O (stereo not given)	0.1	0	101	102	102	25	14	16	-1	22	7
COc1ccc(/C=C(\NC(=O)c2ccc(OC)cc2)C(=O)NC(CCSC)C(=O)O)cc1 (stereo not given)	0.6	3	96	98	96	24	17	-41	1	-6	10
Cc1cccc(N(CC(=O)NC(C)(C)C)C(=O)CNC(=O)c2cccs2)c1	0.3	4	104	105	106	10	10	-17	3	-26	-13
CNNC(=O)C(=O)NNS(=O)(=O)c1ccccc1	0.1	7	100	103	101	72	8	86*	-1	23	-3
Nc1nonc1-c1nc2ccccc2n1Cc1ccc(F)cc1Cl	-2.7	-2	103	103	101	21	16	-15	0	x	-1
COc1cccc(-c2cc(C(=O)NCCc3ccccc3)no2)c1	-0.1	0	96	96	102	8	13	-17	0	-2	-11
CC(C)N(CC#CC(O)(c1ccccc1)c1ccccc1)C(C)C	x	x	90	u	95	x	3	-6	x	-9	12
Cc1nc(S(=O)(=O)N2CCN(C3c4ccccc4-c4ccccc43)CC2)cn1C	x	x	94	u	97	x	6	0	x	-3	8
O=C1CC(C(=O)O)S/C(=N\NC(=O)c2ccccc2)N1 (stereo not given)	0.3	2	105	99	101	12	8	11	-3	x	14
CCN(CC)Cc1ccc(NC(=O)c2sc3cc(Cl)ccc3c2Cl)cc1	x	x	98	u	99	x	5	-3	x	-15	26
C/C=C/c1ccc(OCCCNCC(C)O)c(OC)c1 (stereo not given)	0.2	0	96	96	99	27	17	-37	-1	x	9
CCC1(CC)Cc2ccccc2-c2nc(NCCO)[nH]c(=O)c21	0.1	0	96	100	98	13	23	18	-3	1	-10
Cc1ccc(Cn2nnc3c(=O)n(CC(=O)c4ccccc4)cnc32)cc1	-1.1	0	106	100	108	18	7	-10	0	x	8
C=CCOc1nc2c(c(=O)n(C)c(=O)n2C)n1Cc1ccc(Cl)cc1Cl	2.5	7	97	97	97	32	13	-3	-1	x	11
Cc1ccc(NC(=O)N2CCN(Cc3ccc4c(c3)OCO4)CC2)cc1	0.3	3	96	94	100	12	14	-14	0	15	-4

Records above marked active in Mcl1-Bid inh:
Structure	ABCG2 inh	RGS4-Gao reg	RGS7-Gao	RGS8-Gao reg	GSH fluor	Avidin bead fluor	Mcl1-Bid inh	Bim-Mcl-1	Mcl1-Noxa inh
CNNC(=O)C(=O)NNS(=O)(=O)c1ccccc1	7	100	103	101	72	8	86*	-1	-3

Additional records:
SMILES	ABCB1 inh	ABCG2 inh	RGS4-Gao reg	RGS7-Gao	RGS8-Gao reg	GSH fluor	Avidin bead fluor	Mcl1-Bid inh	Bim-Mcl-1	Pf gamet viab	Mcl1-Noxa inh
COc1ccc(OC(=O)CCN2C(=O)C3C4C=CC(C4)C3C2=O)cc1 (stereo not given)	0.9	3	101	99	102	11	4	-45	-4	22	5
CCc1nnc(NC(=O)C2CC(=O)N(c3ccc4c(c3)OCCO4)C2)s1 (stereo not given)	-0.2	2	102	103	102	18	10	-25	-5	-4	7
N/C(=N\OC(=O)c1ccc(=O)n(Cc2ccc(Cl)cc2)c1)c1ccccn1	-0.1	0	104	104	104	15	12	-7	-3	-5	0
Cc1cccc(Oc2coc3cc(OC(=O)c4cc5ccccc5oc4=O)ccc3c2=O)c1	0.9	2	94	86	100	6	31	-15	0	6	-2
Clc1ccc2nc(CN3CCCc4ccccc43)cn2c1	1.5	6	100	101	99	37	14	100*	-4	-2	47
CCN(CC)S(=O)(=O)c1ccc(NC(=O)c2ccc(Cl)nc2)cc1	x	x	95	u	96	x	7	-63	x	-3	3
O=C(N/C(=C/c1ccccc1)C(=O)N1CCOCC1)c1ccc([N+](=O)[O-])cc1	-0.2	0	100	103	100	17	8	-2	10	-2	3
O=[N+]([O-])c1c(NCCO)cc(N2CCC3(CC2)OCCO3)c2nonc12	1.6	20	96	98	94	6	2	-8	3	x	6
COc1ccccc1N1CC(C(=O)Nc2ccc3c(c2)OCO3)CC1=O (stereo not given)	0.4	2	99	103	102	9	22	-21	0	0	21
CC(C)(C)CC(C)(C)NC(=O)c1ccccc1	-0.6	-1	107	u	104	14	9	-7	-1	x	-7
O=C(N/N=C/C=C/c1ccco1)c1cnccn1	x	x	102	u	101	x	4	-31	x	-33	25
Cc1cc(NS(=O)(=O)c2ccc(OCCNS(C)(=O)=O)cc2)no1	0.3	4	103	103	102	25	21	0	-4	-4	17
COC(=O)c1c(F)c(F)c(NCCO)c(F)c1F	0.9	3	109	105	103	7	18	-20	1	x	2
O=C(c1cc(-c2ccc(Cl)c(Cl)c2)on1)N1CCCCC1	0.1	2	100	101	101	11	9	-21	0	x	-6
COC(=O)N/N=C(\C)c1ccccc1Br	0.5	2	97	103	100	13	35	-4	0	x	6
CCOC(=O)CSC1=NC(=O)CS1	-1.9	-8	100	98	100	34	13	-17	-2	-8	22
CCOC(=O)c1nnn(CC(=O)N2N=C(c3ccc(Cl)cc3)CC2c2ccccc2)c1C(=O)OCC (stereo not given)	1.3	1	98	97	99	12	22	-6	-1	x	-34
Cn1ncc(Br)c1C(=O)N/N=C/c1cccc(OC2CSC2)c1	0.6	4	104	102	104	5	3	-18	-3	-4	14
O=C(Cc1ccccc1)Nc1cc([N+](=O)[O-])ccc1N1CCOCC1	0.2	2	99	u	99	18	8	-29	0	-13	16
CN=c1sc(C(=O)Nc2ccccc2)c(C)n1C	0.7	12	100	103	101	11	10	-23	0	-13	-7
Cc1ccc(/C(O)=C2\C(=O)C(=O)N(c3cc(C)on3)C2c2cccc(Br)c2)cc1 (stereo not given)	-0.1	-4	99	95	97	38	7	11	3	x	26
COc1ccc(NC(=O)COC(=O)c2ncc(Cl)c(Cl)c2Cl)c(OC)c1	1.6	28	100	97	102	5	4	-5	-5	10	26

Assay outcomes: PubChem BioAssay, several laboratories
